# Bioassay records deposited in PubChem by several laboratories.
# PMI inhibition: human PMI inhibitors, high substrate, primary screen, biochemical, fluorescence intensity, high mannose 6-phosphate (AID 1220) | 190,000 compounds, 0.66% hits | recombinant PMI enzyme, coupled fluorescence intensity; higher % means a stronger effect | Mannose-6-phosphate isomerase (Homo sapiens) | inhibition, % at 20 µM, or IC50 in µM where a hit was titrated
# Yfh1-depleted yeast: enhancers of respiration in Yfh1-depleted yeast, dose response, Friedreich's ataxia, plus single-dose screen (AID 1465) | S. cerevisiae Yfh1-off respiration, WST-1 reduction, 72 h; higher fold induction means a stronger effect | fold induction at 50 µM, or EC50 in µM where a hit was titrated | 220,000 compounds, 0.074% hits;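 active = fold induction of absorbance versus untreated yeast above a set limit, then at least 30% activation at any dose in follow-up; inconclusive = repeats straddling the limit, or above it without dose testing; inactive = fold induction below the set limit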;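 also: activators that raise dye reduction in frataxin-depleted yeast; strong numbers were not always called active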
# WT yeast gro inh: growth inhibition of WT strain, primary screen, mitochondrial fusion inhibitor project, WT and mutant strains, chemical genetic. mitochondrial fusion phenotypic screen. inhibition, % at 10 µM. 190,000 compounds, 2.1% hits. AID 1362, 2008; in the data active = inhibition above about 58%; tested in S. cerevisiae
# P. falciparum M1AAP: P. falciparum M1AAP inhibitors, biochemical, fluorogenic H-Leu-NHMec substrate, 1536-well (AID 1445); Aminopeptidase N (Plasmodium falciparum (isolate 3D7)); recombinant M1AAP, H-Leu-NHMec fluorogenic kinetic assay; higher % means a stronger effect; one-dose inhibition, % at 30 µM; IC50 in µM for titrated hits; 220,000 compounds, 0.42% hits;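 active = primary inhibition above the hit cutoff, then over 50% inhibition at one or more dose response concentrations, cut at about 23% in these data, passing the limit was not always enough; inconclusive = conflicting primary data, or primary hits not chosen for dose response; inactive = low primary inhibition, or under 50% at every dose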;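 also: plate controls were DMSO full reaction for no effect and no enzyme background for full effect; strong numbers were not always called active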
# TNAP activation fold: human TNAP enzyme activators, primary screen, biochemical, luminescent, no phosphate acceptor, uHTS (AID 1001) | activation fold at 20 µM, or EC50 in µM where a hit was titrated | purified TNAP, luminescent activation assay, no phosphate acceptor; higher activation fold means a stronger effect | Alkaline phosphatase, tissue-nonspecific isozyme (Homo sapiens) | 200,000 compounds, 0.03% hits; in the data active = activation fold from about 3, or a potency from the dose series; inactive = the rest, 99 in 100 with activation fold below about 1.6; also: many of its hits are not listed in these tables
# XIAP antagonists: XIAP antagonists, biochemical, IAP family, fluorescence polarization (AID 1018); XIAP BIR domain, fluorescence polarization peptide displacement; higher % means a stronger effect; 200,000 compounds, 0.007% hits; displacement, % at 20 µM; hits with a dose series show IC50 in µM; E3 ubiquitin-protein ligase XIAP (Homo sapiens); in the data active = displacement above about 50%; also: a part of the inactive calls stands beside numbers as strong as those of hits
# human PMI inhibition: inhibitors of human PMI, primary screen, biochemical, fluorescence intensity, coupled assay (AID 1209); Mannose-6-phosphate isomerase (Homo sapiens); purified PMI enzyme, coupled fluorescence intensity; higher % means a stronger effect; one-dose inhibition, % at 20 µM; IC50 in µM for titrated hits; 190,000 compounds, 0.42% hits;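 also: plate controls were DMSO vehicle for no effect and wells lacking substrate for full effect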
# M17LAP inhibition: P. falciparum M17LAP inhibitors, primary screen, biochemical, fluorogenic H-Leu-NHMec substrate, 1536-well (AID 1619) | 220,000 compounds, 0.38% hits | Leucine aminopeptidase (Plasmodium falciparum (isolate 3D7)) | inhibition, % at 30 µM; hits with a dose series show IC50 in µM | recombinant M17LAP, H-Leu-NHMec fluorogenic kinetic assay; higher % means a stronger effect;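 active = compound inhibiting the enzyme by more than half at any dose during confirmatory dose-response retesting; inconclusive = strong single-dose inhibitors picked by rank but not retested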;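 also: plate controls were full reaction with DMSO carrier for no effect and no enzyme background for full effect; strong numbers were not always called active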
# LYP phosphatase: inhibitors of LYP phosphatase, biochemical, fluorescence intensity, uHTS (AID 1779); inhibition, % at 11.5 µM; hits with a dose series show IC50 in µM; recombinant LYP phosphatase, fluorescence intensity; higher % means a stronger effect; Tyrosine-protein phosphatase non-receptor type 22 (Homo sapiens); 290,000 compounds, 0.054% hits;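 also: plate controls were vehicle with enzyme for no effect and no enzyme for full effect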
# WT yeast gro inh mutant strain: also measured in WT yeast gro inh; calls as there; inhibition, %; mitochondrial fusion phenotypic screen, mutant strain inhibition
# An asterisk follows results filed as active; i = inactive; ? = inconclusive; . = not tested or not shown. Rule as the data show it, unless noted: active = inhibition above about 50%; inactive = the rest.
Compound,WT yeast gro inh mutant strain,M17LAP inhibition,PMI inhibition,WT yeast gro inh,Yfh1-depleted yeast,P. falciparum M1AAP,LYP phosphatase,human PMI inhibition,TNAP activation fold,XIAP antagonists
C/C(=N\NC(=S)NCCc1ccccc1)c1ccc(Cl)cc1,27.0,-17.6%,17.1%,51.1,i,0.8%,-2.7%,18.4%,1.1,-7.1%
Cc1cc2ccccc2c(=O)n1CC(=O)Nc1ccc2c(c1)OCCO2,-13.9,20.1%,-1.5%,3.7,.,0.7%,-6.5%,-9.6%,1.1,-5.5%
O=C1c2ccccc2NC(c2ccc(-c3ccc(Br)cc3)o2)N1O (stereo not given),19.4,13.8%,-15.3%,-0.1,i,-27.3%,-2.5%,-5.3%,1.2,1.6%
Cc1ccc(OCCn2c(=S)[nH]c3c(N)ncnc32)cc1,4.3,-14.9%,9.3%,-5.3,i,?,-5.9%,8.7%,0.9,-8.7%
Cc1ccc2cc(C(c3nnnn3Cc3ccccc3)N3CCN(c4ccccc4)CC3)c(=O)[nH]c2c1 (stereo not given),-13.1,6.9%,-33.3%,-8.7,i,10.0%,-2.6%,-6.7%,1.1,-4.9%
COCCn1c(C)cc(C(=O)CSc2n[nH]c(N)n2)c1C,5.9,28.3%,-15.2%,9.4,i,1.1%,-2.1%,1.0%,1.1,-9.8%
COc1cc(OC)c(OC)cc1/C=C1\CCC(C2CCCC2)C1=O (stereo not given),22.6,-5.6%,42.5%,53.8,i,2.2%,4.4%,11.8%,1.1,-15.4%
Cc1ccc(-c2nc3cnccn3c2Nc2ccc3c(c2)OCO3)o1,-3.2,-1.8%,25.7%,8.2,i,14.1%,-2.2%,31.1%,1.1,1.8%
COC(=O)[C@@H]1CCCN1C(=O)CCc1nnc(C2CCCCC2)o1,-20.6,-2.0%,1.6%,-5.1,i,8.8%,-1.0%,-2.7%,1.1,-2.6%
CCC(C)N(C(=O)c1csnn1)C(C(=O)NC(C)(C)C)c1ccccc1 (stereo not given),-10.6,0.3%,-8.1%,5.1,i,2.9%,-6.1%,-4.2%,1.1,-8.3%
Cc1nn(C)c(C)c1S(=O)(=O)NCc1cccs1,12.0,0.2%,-1.5%,-0.9,i,6.2%,-6.1%,-1.6%,1.2,1.8%
Cc1ccc(-c2nc(N)n(C(=O)c3cccs3)n2)cc1,1.5,-0.6%,-4.5%,3.9,i,17.4%,-7.2%,-2.9%,1,-0.1%
O=C(NC(Cc1ccc2c(c1)OCO2)C(=O)N1CCCC1C(=O)O)c1ccccc1 (stereo not given),3.2,4.2%,5.8%,5.9,i,-3.9%,-2.6%,6.7%,1,-5.5%
CC(C)Cc1cc(C(=O)Nc2cc(C(F)(F)F)ccc2Cl)no1,-3.8,1.5%,4.7%,37.9,i,5.6%,-4.1%,7.2%,1,-9.2%
Cc1ccccc1NC(=S)NCCc1ccccc1,6.3,-3.4%,-5.2%,30.8,i,0.0%,-2.4%,-4.7%,1.1,-1.8%
COc1ccc(NC(=O)C(c2ccc(OC)cc2)N(C)C(=O)Cc2cccs2)cc1 (stereo not given),-26.7,-7.3%,-2.3%,-14.8,i,8.6%,-8.9%,8.9%,1.1,-0.8%
COc1cc(/C=C(/NC(=O)c2ccccc2)C(=O)Nc2cccc(O)c2)c([N+](=O)[O-])cc1OC,27.0,7.8%,18.0%,17.9,.,10.4%,-2.4%,3.4%,1.1,-1.5%
COc1ccc(/C=C2/N=C(SC3CCOC3=O)N(c3cccc(OC)c3)C2=O)cc1 (stereo not given),-4.7,-7.4%,10.2%,-4.5,i,5.2%,-1.1%,13.8%,1,-3.6%
CCc1ccc(N2C(=O)c3sc4nnc(-c5ccccc5)c(=O)n4c3C2=O)cc1,.,7.4%,-4.9%,.,i,13.6%,-9.6%,-1.1%,1.1,-4.3%
CCc1ccc(S(=O)(=O)NCCc2cn3ccccc3n2)s1,8.2,3.4%,4.1%,-4.9,i,1.6%,-1.8%,8.5%,1.1,-1.7%
COC(=O)CNC(=O)c1c(C)cc(=O)oc1C,0.0,0.7%,9.2%,2.8,i,3.6%,-2.0%,7.2%,1.1,-1.9%
COc1ccccc1C(=O)n1nc(-c2ccc(Cl)cc2)nc1N,-13.9,-6.1%,6.3%,-30.0,.,9.6%,1.0%,12.3%,0.6,-5.5%
O=C(NCc1ccc2[nH]c3c(c2c1)CCCC3)c1ccc(S(=O)(=O)N2CCCC2)cc1,1.1,6.8%,16.7%,8.9,i,3.2%,-3.8%,7.1%,1,0.3%
CC(C)c1ccc(C(O)P(=O)(OCc2ccccc2)c2ccc(N(C)C)cc2)cc1 (stereo not given),.,-1.9%,.,.,i,8.9%,5.9%,.,.,.
Cc1cccc(C)c1NC(=O)CSc1nnc(-c2ccncc2)n1Cc1ccco1,-13.0,-2.8%,3.3%,-1.6,i,-3.3%,-7.5%,-0.7%,1.1,-1.3%

# Some of the entries so far, with two lines to a compound.
# Each structure is followed by: WT yeast gro inh mutant strain	M17LAP inhibition	PMI inhibition	WT yeast gro inh	Yfh1-depleted yeast	P. falciparum M1AAP	LYP phosphatase	human PMI inhibition	TNAP activation fold	XIAP antagonists
> COc1ccc(/C=C2/N=C(SC3CCOC3=O)N(c3cccc(OC)c3)C2=O)cc1 (stereo not given)
    -4.7	-7.4%	10.2%	-4.5	i	5.2%	-1.1%	13.8%	1	-3.6%
> CCc1ccc(N2C(=O)c3sc4nnc(-c5ccccc5)c(=O)n4c3C2=O)cc1
    .	7.4%	-4.9%	.	i	13.6%	-9.6%	-1.1%	1.1	-4.3%

# Later entries.
Compound,WT yeast gro inh mutant strain,M17LAP inhibition,PMI inhibition,WT yeast gro inh,Yfh1-depleted yeast,P. falciparum M1AAP,LYP phosphatase,human PMI inhibition,TNAP activation fold,XIAP antagonists
COc1cccc(N2CCN(Cc3nc4scc(-c5ccccc5)c4c(=O)[nH]3)CC2)c1,0.8,-7.9%,16.1%,36.5,i,9.5%,2.2%,18.1%,1.4,-8.3%
Cc1cccc(C(=O)Nc2onc(C)c2C#N)c1,18.6,1.8%,-8.6%,30.4,i,8.5%,-3.0%,-5.7%,1.1,-5.4%
COc1ccc(C2/C(=C(/O)c3ccccc3)C(=O)C(=O)N2CO)cc1 (stereo not given),9.6,35.1%,1.2%,1.3,i,5.2%,-6.4%,-2.5%,1,-18.9%
COc1cc(Cl)c(C)cc1NC(=O)CSc1nnc(-c2ccco2)n1CC(C)C,39.5*,16.6%,8.1%,63.4*,i,12.8%,-0.8%,9.0%,1.1,-9.4%
O=C1NCCN/C1=C\C(=O)c1ccc(F)cc1,.,14.8%,.,.,i,-1.1%,-5.7%,.,.,.
Cc1nn(-c2ccccc2)c2sc(C(=O)O)cc12,7.8,21.5%,0.6%,7.4,i,1.4%,2.0%,7.1%,1.1,3.5%
COc1ccc(-n2cc(-c3ccc(OC(F)F)cc3)[n+]3c2CCCCC3)cc1,4.2,5.2%,-9.4%,22.8,i,2.9%,-1.3%,-7.1%,1.1,-2.9%
O=c1cc(-c2ccccc2)oc2ccc(O)cc12,.,5.3%,.,.,i,8.6%,6.2%,.,.,.
COc1cc(OC)cc(C(=O)NC2CC3CCC(C2)N3Cc2ccco2)c1 (stereo not given),-5.6,10.0%,9.0%,46.7,i,7.1%,-5.0%,1.6%,1.1,-6.4%
c1coc(-c2nc3c([nH]2)CCc2nonc2-3)c1,3.7,-4.7%,0.3%,-1.0,i,3.6%,-2.0%,12.1%,1.1,-5.0%
O=c1oc2ccccc2cc1-c1csc(NN=C2CCCC2)n1,8.6,0.0%,-6.9%,11.3,i,2.4%,3.5%,6.8%,1.2,-0.9%
CC(C)(C)NC(=O)C(c1ccccc1)N(C(=O)c1ccco1)C1CC1 (stereo not given),-10.6,4.3%,-6.6%,-18.4,i,8.0%,-10.8%,1.6%,1.1,-0.8%
CCCCN(CC)C(=O)c1cccc(Cl)c1,-7.7,-5.4%,-6.8%,-0.8,i,-3.0%,-0.2%,3.8%,1.1,-5.4%
CC(=O)c1ccc2c(c1)OCCOCCOc1ccc(C(C)=O)cc1OCCOCCO2,.,7.5%,.,.,i,5.5%,-6.2%,.,.,.
O=C(COc1ccccc1)N1c2ccccc2Sc2ccccc21,11.8,15.3%,-1.6%,40.0,i,-1.7%,-8.8%,17.3%,1.3,-2.7%
CC(=O)Nc1ccc(-c2csc(NNC(=O)c3ccccc3)n2)cc1,8.8,-0.4%,-12.5%,10.4,i,-4.8%,-0.8%,-21.3%,1.8,-1.0%
Cc1ccc(-c2nn3c(C)nnc3s2)cc1NCc1c(F)cccc1Cl,2.0,2.4%,6.6%,10.2,i,-1.8%,-5.3%,4.2%,1,-4.7%
O=C(CN1C(=O)NC2(CCCCCC2)C1=O)Nc1ccc(S(=O)(=O)N2CCOCC2)cc1,4.7,-15.9%,2.8%,-14.7,i,-5.2%,-12.6%,6.2%,1.1,-4.3%
O=C(O)CCCn1cc(NC(=O)c2ccc(Br)o2)cn1,0.9,-2.5%,12.7%,6.5,i,-1.4%,-6.1%,4.3%,1.1,-2.8%
CCOC(=O)C1CCN(C(=O)CCS(=O)(=O)c2ccc3c(c2)CCN3C(C)=O)CC1,-26.3,-8.9%,-12.4%,-10.8,i,-0.2%,-7.1%,-16.6%,1,-1.9%
O=C1CC(c2ccccc2)n2nc(NC(=O)C3CCCO3)nc2N1 (stereo not given),-4.1,5.8%,3.5%,-5.8,i,-4.0%,-4.2%,-8.8%,1.1,0.5%
COc1ccccc1-n1c(SCC(=O)Nc2ccccc2F)nc2[nH]ncc2c1=O,-10.9,-7.0%,-0.3%,-6.7,i,-6.3%,1.1%,2.0%,1.1,-7.0%
CCn1cc(Cl)c(C(=O)Nc2cccc(C(F)(F)F)c2)n1,-15.7,8.6%,-5.2%,15.7,i,-4.3%,-4.1%,-5.2%,1.1,-3.8%
COc1ccc(C(=O)N(CCN2CCOCC2)CC(=O)NC2CCCC2)cc1OC,-20.0,-4.2%,7.7%,-10.7,i,5.8%,-2.3%,7.9%,1.1,-4.1%
COc1ccc(C(CC(=O)c2ccc(C)cc2)Nc2ccc([N+](=O)[O-])cc2)cc1 (stereo not given),-6.1,0.1%,3.2%,10.5,i,5.2%,5.9%,16.2%,1.1,40.6%
O=C(COc1ccc(F)cc1)NCC1CCCO1 (stereo not given),6.7,-2.0%,-2.3%,-7.6,i,7.0%,-2.7%,2.4%,1.1,-3.8%
COc1ccc(C(c2nnnn2C2CCCC2)N2CCN(C3CCCC3)CC2)cc1OC (stereo not given),4.4,2.0%,-11.3%,6.2,i,5.2%,-3.8%,-10.8%,1,-6.1%
